Source: PubChem BioAssay
TCR activator = Activators of T cell receptors: qHTS campaign. Potency, µM (series often up to 9.22 µM), for the others: at the highest dose activation of IL-2 secretion, most hits filed as activators. primary human leukocytes, anti-CD3, IL-2 HTRF, 48 h. 330,000 tested, under 10 active; further: % of control where 0% means no effect
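Primary human leukocytes incubated 48 hr with anti-CD3 beads plus compound, without co-stimulation. Secreted IL-2 measured by HTRF (europium cryptate/d2 anti-IL-2 pair, 320 nm excitation, 665 nm emission).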
TRPV1 ag = HTS Assay for Compounds that Act as Agonists of the Vanilloid Receptor 1 | Transient receptor potential cation channel subfamily V member 1 (Homo sapiens), Q8NER1 | TRPV1-expressing cells, Fluo-8 calcium influx, agonist mode | activation, % at 8.33 µM | actives 0.19% (n = 320,000) | AID 540275, 2011; in the data active means activation above about 80%; inconclusive means between about 30% and that limit; further: 0% is about no effect
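Fluo-8 calcium influx in TRPV1-expressing cells, kinetic read (ex 480/em 520 nm). Compound added and read 3 min for agonist activity, followed by capsaicin at EC20 final and 2 min further read for enhancement.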
A-T KAP1 phos = qHTS Assay for Identifying a Potential Treatment of Ataxia-Telangiectasia; […] A-T fibroblasts, KAP-1 phosphorylation AlphaLISA; neocarzinostatin DNA damage 30 min before lysis; Potency, µM (highest dose often 57.5 µM), inactives show at the highest dose activation, actives largely listed as activators; actives 0.19% (n = 320,000); further: potency means the concentration at half of the fitted maximal effect; % of control where 0% means no effect; nearly all actives have a fitted effect of over 45% in size
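hTERT-immortalized A-T patient fibroblasts ([…]), 500 cells/well in OPTI-MEM, 1% FBS, got compounds for 60 min, then NCS for 30 min at 37C. Lysates were then assayed for phospho-KAP-1 by AlphaLISA (anti-pKAP1 donor, anti-KAP1 acceptor beads), 6 hr at 25C.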
KCNH2 3.1 block = qHTS for Inhibitors of KCHN2 3.1: Mutant qHTS; actives 0.95% (n = 340,000); U2OS KCNH2 3.1, thallium flux FluxOr; active compounds read low; AID 720553, 2013; activity change, % (tested at about 1.8 µM); Potassium voltage-gated channel subfamily H member 2, brain isoform KCNH2 3.1 (human);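 active means maximum activity change below -70%; inconclusive means maximum activity change from -70% to -50%; inactive means maximum activity change above -50%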;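 further: thallium influx rate constant from kinetic fluorescence after stimulation buffer; on the % scale 0 is the no-effect control and ±100 the full control effect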
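Virally transduced U2OS (3.1 isoform, 4 h infection in dark at RT) → overnight 37 C → FluxOr + Red40 in HBSS/HEPES, 45 min → stimulation buffer, 2 min kinetic read → rate constant vs DMSO controls.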
KCNH2 WT inh = qHTS for Inhibitors of KCHN2 3.1: Wildtype qHTS. AID 720551, 2013. activity change, % at 1.84 µM. actives 0.37% (n = 340,000). U2OS, BacMam KCNH2, thallium flux FluxOr; active compounds read low;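 active means maximum activity change below -70%; inconclusive means maximum activity change between -70% and -50%; inactive means maximum activity change above -50%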; further: on the % scale 0 is the no-effect control and ±100 the full control effect
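U2OS cells were transduced with wild-type KCNH2 virus (2.03 x 10^8 / mL) for 4 h at room temperature, then cultured overnight at 37 C. Thallium flux was read with FluxOr dye. Rate constants were normalized to DMSO controls.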
Eya2 inh = qHTS Assay for Inhibitors of the Phosphatase Activity of Eya2; actives 0.006% (n = 330,000); Protein phosphatase EYA2 (Homo sapiens), O00167; Potency, µM (highest dose often 76.9 µM), without a hit: top-dose activity, negative = inhibition, hits mostly inhibitors; recombinant Eya2, OMFP fluorescence dephosphorylation (OMFP is methylfluorescein phosphate); further: potency means the concentration at half of the fitted maximal effect; on the % scale 0 is the no-effect control and ±100 the full control effect
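Eya2 (0.2 uM) preincubated 10 min at ambient with compound, then OMFP substrate added at 50 uM; 10 min reaction in 50 mM HEPES pH 7.5, 50 mM NaCl, 5 uM MgCl2, 0.05% BSA, 1 mM DTT. Fluorescence read at Ex 485/Em 525 nm.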
ELG1 repair inh = qHTS screen for small molecules that inhibit ELG1-dependent DNA repair in human embryonic kidney (HEK293T) cells expressing luciferase-tagged ELG1; HEK293T ELG1-luciferase reporter, luminescence, 16 h; DNA damage induced by 5-fluorouridine; Potency, µM (highest dose often 46.1 µM), without a hit: at the top dose activity change, negative = inhibition, most hits filed as inhibitors; actives 2.3% (n = 330,000); further: potency means the concentration at half of the fitted maximal effect; on the % scale 0 is the no-effect control and ±100 the full control effect; nearly all actives have a fitted effect of over 55% in size
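DMSO vehicle served as the neutral condition. Each well held 2,000 cells given 5-fluorouridine plus compound; after 16 hr at 37 °C/5% CO2, ONE-Glo was added and luciferase measured 30 min later.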
TSHR antag = Antagonists of the Thyroid Stimulating Hormone Receptor: HTS campaign | TSHR-expressing cells, TSH-stimulated cAMP HTRF, 2 h; active compounds read low | actives 0.2% (n = 330,000) | activity change, negative = inhibition, % at 11.5 µM | AID 504810, 2011 | Thyrotropin receptor (Homo sapiens), P16473;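 active means activity change below a set negative limit, meaning inhibition stronger than a set level, cut at about -70% in these data; inconclusive means activity change between two set negative limits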; further: on the % scale 0 is the no-effect control and ±100 the full control effect
Target sequence (P16473 whole entry, looked up): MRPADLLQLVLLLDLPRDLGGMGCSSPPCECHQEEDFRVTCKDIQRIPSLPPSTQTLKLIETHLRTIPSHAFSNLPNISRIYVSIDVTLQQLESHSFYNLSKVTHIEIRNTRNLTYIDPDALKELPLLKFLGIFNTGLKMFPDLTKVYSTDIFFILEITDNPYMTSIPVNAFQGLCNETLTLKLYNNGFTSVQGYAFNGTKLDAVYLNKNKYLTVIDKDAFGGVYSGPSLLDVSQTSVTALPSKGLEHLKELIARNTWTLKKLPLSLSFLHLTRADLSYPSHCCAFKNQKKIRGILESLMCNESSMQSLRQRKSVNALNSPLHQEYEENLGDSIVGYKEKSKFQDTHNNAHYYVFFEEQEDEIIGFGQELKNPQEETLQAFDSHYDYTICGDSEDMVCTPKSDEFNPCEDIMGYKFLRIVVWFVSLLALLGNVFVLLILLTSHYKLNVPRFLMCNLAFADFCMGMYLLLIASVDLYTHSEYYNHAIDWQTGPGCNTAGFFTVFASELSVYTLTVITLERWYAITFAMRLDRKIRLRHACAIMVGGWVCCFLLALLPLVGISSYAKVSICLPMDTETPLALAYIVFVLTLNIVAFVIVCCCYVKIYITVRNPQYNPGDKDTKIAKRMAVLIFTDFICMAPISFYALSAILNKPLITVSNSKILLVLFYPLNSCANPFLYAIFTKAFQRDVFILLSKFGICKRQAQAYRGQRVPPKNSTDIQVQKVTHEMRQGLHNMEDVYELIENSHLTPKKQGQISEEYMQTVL
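Competitive HTRF cAMP read-out (cryptate anti-cAMP antibody, cAMP-d2; 30 min, room temperature) in freshly harvested TSHR cells. Compounds added before TSH at EC80 (4nM final), followed by 2 hours' incubation at 37 deg C.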
USP2a inh = qHTS Assay for Inhibitors of Ubiquitin-specific Protease USP2a Using CHOP2 as the Reporter | USP2 core, Ub-CHOP2 coupled fluorogenic reporter, 485/531 | actives 0.01% (n = 330,000) | AID 463254, 2010 | Potency, µM (titrated, usually from 38.3 µM), for inactives: at the top dose activity change, negative = inhibition, most hits filed as inhibitors | Ubiquitin carboxyl-terminal hydrolase 2 (Homo sapiens), O75604;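 further: potency means the concentration at half of the fitted maximal effect; plate controls were DMSO wells for no effect and full inhibition by NEM control for full effect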
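Cell-free coupled assay: 10nM USP2 core preincubated 30min RT with compound in Tris-HCl pH 8.0/CaCl2/CHAPS buffer, then 25nM Ub-CHOP2 and 25nM reporter substrate; fluorescence (Ex 485/Em 531) read after 60min RT, normalized to NEM inhibition, concentration-response curves fitted.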
Mito fusion yeast = qHTS Assay for Small Molecule Inhibitors of Mitochondrial Division or Activators of Mitochondrial Fusion | S. cerevisiae fusion-defective mutant growth rescue, CellTiterGlo 48 h | AID 485298, 2010 | Potency, µM (doses to about 46.1 µM), without a hit: at the top dose growth rescue (activation), hits mostly activators | actives 0.23% (n = 320,000);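 further: potency means the concentration at half of the fitted maximal effect; % of control where 0% means no effect; nearly all actives have a fitted effect of over 45% in size; temperature-sensitive fusion mutants such as fzo1-1 at 37 °C on non-fermentable ethanol glycerol medium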
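Growth-rescue viability read-out: after 48 h at the non-permissive 37C in glycerol/ethanol YPEG, yeast mitochondrial fusion mutants are measured by CellTiterGlo luminescence; compounds (23 nl pinned per well) restoring growth score as division inhibitors or fusion activators.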
* hit, by the source's call; ? = inconclusive; . = no result given; [ ] = another dose, or the depositor's remark. Unless noted, the call rests on the fitted dose curve; in most records, active means well fitted curve in the direction sought with a large enough effect; inconclusive means small, poorly fitted or top-dose-only effect, or another doubt; inactive means no such curve, though single readings can be large; an effect the other way counts as inactive or inconclusive. Only part of the results is shown, so the mix of outcomes need not match the whole.

Every second line gives: TCR activator | TRPV1 ag | A-T KAP1 phos | KCNH2 3.1 block | KCNH2 WT inh | Eya2 inh | ELG1 repair inh | TSHR antag | USP2a inh | Mito fusion yeast
O=C(C1CCCO1)N1CCN(C(=S)Nc2ccccc2Cl)CC1 (stereo not drawn)
    2.2%[46.1 µM] | 2.0 | -1.9% | 3.2 | 8.8 | 2.6% | -0.6% | 0.4 | 1.0% | 0.6%
C=C1C(C(=O)N2CCN(C)CC2)C1C(=O)N1CCN(C)CC1 (stereo not drawn)
    -4.5% | 4.5 | 19.7% | -7.4 | -4.0 | 13.3% | ? | 1.1 | 0.4% | 8.5%
CC(=O)Nc1ccc(N2C(=O)CCC2=O)cc1C
    8.0% | -0.4 | 0.2% | -9.0 | 8.4 | -6.5% | 9.9% | -0.3 | -0.9% | -0.4%
S=C(NCC1CCCO1)Nc1ccc(Cl)c(Cl)c1 (stereo not drawn)
    -7.2% | 26.1 | -0.9% | 11.4 | . | -9.4% | 7.2% | -1.8 | 0.8% | -7.8%
Cc1ccccc1Cn1ccc(-c2ccc(Cl)cc2)c(C#N)c1=O
    -7.9% | -1.9 | 3.9% | -4.1 | 5.0 | 10.8% | 9.1% | -3.5 | 2.8% | -0.2%
CCCCn1c(C23CC4CC(CC(C4)C2)C3)n[nH]c1=S
    -8.8% | 11.3 | -10.8% | -0.7 | -4.1 | -9.4% | 0.0% | -28.9 | 0.6% | -1.3%
Nc1c(C(=O)NC2CCCCC2)c2nc3ccccc3nc2n1/N=C/c1ccco1
    . | -0.1 | 20.1% | . | . | 11.7% | 0.0% | -1.5 | 0.1% | -0.4%
C=CCC1NS(=O)(=O)OCC1C(C)C (stereo not drawn)
    1.5% | -0.4 | -4.1% | -0.8 | 13.5 | -6.9% | 19.4% | -5.3 | 3.0% | 0.6%
CCCCn1c(SCC(=O)N2CCN(c3ccccc3)CC2)nc2ccsc2c1=O
    . | -3.1 | -2.3% | ? | -12.3 | -8.5% | ? | -30.5 | 0.1% | -14.0%
CCOc1ccc(N2CC(C(=O)Nc3ccccc3N3CCCC3)CC2=O)cc1 (stereo not drawn)
    6.9% | 14.0 | 5.1% | -43.9 | 12.2 | -6.4% | -22.0% | -5.5 | 0.0% | 0.5%
C/C(=N\NC(=O)CCC(=O)Nc1ccc(C)c(C)c1)C1CC1
    5.3% | 0.1 | -3.9% | 3.4 | 0.6 | 3.6% | 0.4% | -34.0 | -1.0% | -6.0%
COc1ccc(-c2nn(-c3ccccc3)cc2C(=O)N(C)CC(=O)Nc2ccc(N3CCOCC3)cc2)cc1
    4.8% | -2.0 | 0.5% | 9.4 | 8.6 | 21.6% | -7.7% | 1.2 | -1.4% | 1.1%
CCCCCn1c(CN2CCN(c3cccc(Cl)c3)CC2)nc2c1c(=O)n(C)c(=O)n2C
    . | -0.2 | -0.2% | -18.9 | 5.5 | 6.5% | ? | -17.5 | 2.6% | -6.2%
CC1CN(C(=O)C2CCCCC2)C(C)CN1C(=O)C1CCCCC1 (stereo not drawn)
    . | 1.1 | -1.9% | 0.3 | -6.7 | 13.1% | -3.6% | -0.5 | 2.2% | -3.0%
Cc1noc(NS(=O)(=O)c2ccc(NC(=O)CSc3n[nH]c(-c4ccccc4)n3)cc2)c1C
    -0.9% | 3.1 | 1.5% | -11.3 | 2.6 | 6.3% | -4.7% | -2.1 | -0.9% | 1.3%
O=C1/C(=C/c2ccc(O)cc2)COc2ccccc21
    -1.8% | 1.0 | 5.8% | -2.3 | -3.9 | -3.9% | ? | 18.7 | 0.9% | -22.8%
Cc1ccc(C)c(N2CCN(C(c3ccc(N(C)C)cc3)c3nnnn3C(C)(C)C)CC2)c1 (stereo not drawn)
    0.3%[46.1 µM] | 11.0 | -2.2% | -16.3 | -15.7 | -14.3% | -11.6% | 0.5 | 0.2% | 0.6%
COc1ccccc1NC(=O)C(C)OC(=O)CC1CCCCC1 (stereo not drawn)
    6.5% | ? | 20.9% | 7.9 | 2.5 | -0.6% | 23.1% | 16.5 | -12.8% | -4.0%
CCN(C(=O)CSc1nnc(C)n1Cc1ccccc1)C1CCS(=O)(=O)C1 (stereo not drawn)
    3.5% | -1.5 | -0.4% | 1.0 | 2.7 | -2.0% | 10.3% | 6.3 | 5.2% | -3.8%
COc1ccc(C(c2nnnn2C2CCCC2)N2CCC(C)CC2)c(OC)c1 (stereo not drawn)
    1.5% | 29.5 | -1.0% | -11.7 | 5.6 | -37.4% | -16.0% | -6.4 | -0.5% | 5.0%
Cc1ccc(C)c(OC(=O)c2cccnc2Cl)c1C
    -3.0% | 22.3 | 9.3% | 7.3 | 0.9 | -7.7% | ? | -10.4 | 3.0% | -0.8%
COc1cccc(C(=O)Oc2ccc(/C=N/NC(=O)c3ccncc3)cc2OC)c1
    -1.4% | 6.4 | -12.9% | 15.0 | 10.4 | -4.3% | 3.9% | 7.7 | 1.6% | -11.1%
O=C(NC1CCCC1)C(c1ccccc1F)N(C(=O)c1csnn1)C1CC1 (stereo not drawn)
    -4.2% | 0.4 | 12.9% | 0.5 | 1.2 | 12.0% | 11.1% | -10.3 | -4.7% | 7.3%
COc1ccc(NC(=O)c2cc3n(n2)C(C(F)(F)F)CC(c2ccco2)N3)cc1 (stereo not drawn)
    -1.7% | -1.6 | 0.7% | -8.1 | 10.0 | 5.9% | -16.9% | -9.5 | 5.4% | -3.1%
Cc1cc(C)c(C#N)c(Nc2ccccc2C)n1
    5.0% | 0.6 | -0.1% | 5.9 | 2.7 | 11.6% | -8.8% | -2.6 | -0.5% | 0.5%
COc1ccccc1NC(=O)c1cc2c(=O)n(C)c3ccccc3c2n1C
    1.7% | 11.7 | 1.1% | 6.8 | -0.9 | 4.3% | ? | -13.4 | -1.1% | 8.7%
COc1ccc(N(CC(=O)N2CCOCC2)S(C)(=O)=O)cc1OC
    -7.0% | -0.8 | -0.8% | -16.5 | 9.2 | 7.1% | -4.4% | -2.9 | 1.8% | -1.5%
COc1ccc(C(=O)Nc2ccccc2C(=O)NCCN2CCOCC2)cc1
    3.9% | -8.0 | . | 4.8 | 4.0 | -16.5% | 22.7% | 4.9 | -0.9% | -0.8%
CCOC(=O)C1=C(C)n2c(s/c(=C/c3cccc([N+](=O)[O-])c3)c2=O)=NC1c1ccc(O)c(OC)c1 (stereo not drawn)
    -1.4% | 1.7 | 3.5% | -4.4 | 71.5 | -17.5% | ? | -9.8 | 2.6% | 14.1%
C=CCNC(=O)c1cc(Cl)ccc1[N+](=O)[O-]
    -8.3%[46.1 µM] | -0.5 | -3.7% | 0.2 | -0.8 | 2.9% | 5.2% | 1.8 | 5.2% | -8.9%
CC1=NN(C(=O)c2ccco2)C(O)(c2ccccc2)C1 (stereo not drawn)
    -3.6% | . | -7.1% | 2.4 | -5.2 | ? | -2.2% | -5.5 | 9.6% | -5.6%
CCN(CC)C(=O)[C@H]1C[C@H](CC(=O)NCCCOC)C(=O)N2CCc3c([nH]c4cc(-c5ccco5)ccc34)[C@]12C
    1.0%[46.1 µM] | . | 5.3% | 8.1 | -6.5 | -3.9% | -25.3% | -6.0 | 1.5% | .
Cc1ccn(C(CC(=O)c2ccc(Br)cc2)C(=O)O)n1 (stereo not drawn)
    -0.1% | -0.3 | 4.3% | -1.8 | -4.6 | -10.4% | 1.9% | -1.4 | -2.3% | 2.5%

Exported tab-delimited: part of the list above.
molecule	TCR activator	TRPV1 ag	A-T KAP1 phos	KCNH2 3.1 block	KCNH2 WT inh	Eya2 inh	ELG1 repair inh	TSHR antag	USP2a inh	Mito fusion yeast
O=C(C1CCCO1)N1CCN(C(=S)Nc2ccccc2Cl)CC1 (stereo not drawn)	2.2%[46.1 µM]	2.0	-1.9%	3.2	8.8	2.6%	-0.6%	0.4	1.0%	0.6%
C=C1C(C(=O)N2CCN(C)CC2)C1C(=O)N1CCN(C)CC1 (stereo not drawn)	-4.5%	4.5	19.7%	-7.4	-4.0	13.3%	?	1.1	0.4%	8.5%
